Screening data deposited in PubChem BioAssay by several laboratories.
ADAM17 inh: inhibits human ADAM17; P78536; recombinant ADAM17, EDANS/DABCYL FRET peptide cleavage; inhibition, % at 6.95 µM; 370,000 compounds, 0.83% hits; AID 720648;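 active = inhibition above the mean of compounds lying between control limits plus 3 SD, set per campaign, cut at about 8.5% in these data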;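 note: 0% = DMSO-only wells as the low control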
Target sequence (P78536 215-824 limits assumed): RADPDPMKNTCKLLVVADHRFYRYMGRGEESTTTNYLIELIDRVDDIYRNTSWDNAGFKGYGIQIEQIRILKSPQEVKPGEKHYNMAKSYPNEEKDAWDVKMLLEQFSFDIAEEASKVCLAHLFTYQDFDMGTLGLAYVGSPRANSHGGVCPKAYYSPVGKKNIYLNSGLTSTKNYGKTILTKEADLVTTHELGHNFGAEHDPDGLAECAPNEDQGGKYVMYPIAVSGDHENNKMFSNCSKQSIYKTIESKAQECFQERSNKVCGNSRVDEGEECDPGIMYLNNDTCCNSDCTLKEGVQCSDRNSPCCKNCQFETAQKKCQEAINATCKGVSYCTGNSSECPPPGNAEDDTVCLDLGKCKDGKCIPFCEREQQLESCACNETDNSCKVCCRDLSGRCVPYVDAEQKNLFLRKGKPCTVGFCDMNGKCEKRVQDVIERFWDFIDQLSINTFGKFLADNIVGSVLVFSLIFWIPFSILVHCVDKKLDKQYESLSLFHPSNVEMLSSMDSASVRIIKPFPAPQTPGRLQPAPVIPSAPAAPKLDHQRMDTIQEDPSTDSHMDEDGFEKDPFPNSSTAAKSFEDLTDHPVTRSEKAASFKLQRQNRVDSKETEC
DAX1 inh-1: inhibits human nuclear receptor DAX1. HEK293 Gal4-DAX1 luciferase reporter, luminescence. AID 504766. 340,000 compounds, 0.99% hits. P51843. inhibition, % at 6.75 µM;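 active = inhibition above the mean over all tested compounds plus 3 SD, cut at about 4.2% in these data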;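 note: 0% = DAX1-transfected cells with DMSO and 100% = empty-vector control cells with DMSO; inhibition shows as a rise in luminescence from relieved DAX1 repression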
Target sequence (P51843 207-470 limits assumed): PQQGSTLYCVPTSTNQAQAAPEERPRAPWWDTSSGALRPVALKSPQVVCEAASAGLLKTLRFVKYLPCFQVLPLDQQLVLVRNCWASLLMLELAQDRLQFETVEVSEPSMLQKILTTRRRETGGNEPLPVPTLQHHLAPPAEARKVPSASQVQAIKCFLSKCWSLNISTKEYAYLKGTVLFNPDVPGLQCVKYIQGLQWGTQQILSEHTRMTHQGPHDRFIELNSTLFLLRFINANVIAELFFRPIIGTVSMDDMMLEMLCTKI
hcDAF-12 act: activators of H. contortus DAF-12 nuclear receptor. HEK293 hcDAF-12 lit1-tk-luc reporter, luminescence; 0% DMSO, 100% Δ7-dafachronic acid. activation, % at 6.8 µM. 370,000 compounds, 1.4% hits;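 active = activation above the mean of all tested compounds plus 3 SD, cut at about 5.5% in these data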;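 note: 100% = response to 3 µM Δ7-dafachronic acid high control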
ssDAF-12 act: activators of S. stercoralis DAF-12 nuclear receptor | HEK293 ssDAF-12/GRIP1 lit1-tk-luc reporter, luminescence; % of 3 µM dafachronic acid response | activation, % at 6.8 µM | 370,000 compounds, 1% hits;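 active = activation above the mean over all tested compounds plus 3 SD, cut at about 0.9% in these data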;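 note: 0% = DMSO-only wells and 100% = 3 µM delta7-dafachronic acid wells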
NPR1 activator: GC-A (human) enzyme activation. AID 1671463. P16066. activation, % at 10 µM. HEK293 GC-A cells, cGMP TR-FRET, EC30 ANP; 0% at EC30 ANP, 100% saturating ANP. 370,000 compounds, 0.14% hits; in the data active = activation above about 40%
hgDAF12 agonist: hgDAF-12 agonism, primary luciferase screen; HEK293 GAL4-hgDAF12 UAS-luciferase reporter, agonist luminescence; normalized to butyrate control; activation, % at 6.8 µM; 370,000 compounds, 1.8% hits;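 active = activation above a cutoff set at the mean of all screened compounds plus 3 SD, cut at about 10% in these data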;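 note: 0% = DMSO wells and 100% = sodium butyrate wells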
DAX1 inh-2: DAX1 (NR0B1) inhibition, primary screen. HEK293T StAR-luciferase reporter, SF-1/DAX-1 repression relief. inhibition, % at 6.8 µM. 370,000 compounds, 1.1% hits. AID 652010;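 active = inhibition above the mean over all tested compounds plus 3 SD, cut at about 3.6% in these data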;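 note: 0% = DAX-1 cells with DMSO and 100% = cells lacking DAX-1 with DMSO; higher inhibition means more luminescence from relief of DAX-1 repression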
SMARCA2 act: activators of SMARCA2 function; 370,000 compounds, 1% hits; activation, % at 9.1 µM; MG213 cells, MMTV-luciferase reporter, dexamethasone, overnight; in the data active = activation above about 7.8%;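 note: 0% = vehicle wells and 100% = reference activator wells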
FXN GAA850 act: frataxin GAA850 promoter activation. activation, % at 6 µM. HEK293 lucGAA850 FXN promoter luciferase reporter, 24 h; percent of 10 µM SAHA response. 360,000 compounds, 0.56% hits;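 active = activation above the average of all compounds screened plus 3 SD, cutoff fixed separately per campaign, cut at about 7.5% in these data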;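 note: 0% = DMSO wells and 100% = 10 µM SAHA wells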
PG9 binder: binds the HIV-1 gp120 antibody PG9; 360,000 compounds, 0.43% hits; AID 624416; inhibition, % at 6.7 µM; TR-FRET gp120-PG9 antibody binding; in the data active = inhibition above about 8.5%
ADAM10 inh: inhibitors of human ADAM10; recombinant ADAM10, EDANS/DABCYL FRET peptide cleavage, 3 h; inhibition, % at 7 µM; 370,000 compounds, 0.62% hits; AID 720582;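 active = inhibition above a per-campaign cutoff equal to the mean of compounds falling between control-based bounds plus 3 SD, cut at about 20% in these data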;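 note: 0% = DMSO wells while the 100% control is not disclosed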
Numbers without * were called inactive; i = inactive; . = no result given. No enrichment for hits; any-hit rate near 6.8%.

SMILES	ADAM17 inh	DAX1 inh-1	hcDAF-12 act	ssDAF-12 act	NPR1 activator	hgDAF12 agonist	DAX1 inh-2	SMARCA2 act	FXN GAA850 act	PG9 binder	ADAM10 inh
COc1cccc(-c2noc(C3CCCN(C(=O)c4ccc(F)cc4)C3)n2)c1 (configuration not stated)	-2	-1.1	-2.5	-1.9	-1	1.6	0.0	-3	4.2	0.4	2
CCCCN1C2CCCC1CC(NC(=O)C1CCCCC1)C2 (configuration not stated)	-1	4.2	3.6	-1.2	2	-0.8	-0.5	-2	-0.1	-0.6	-4
COc1ccc(CN(Cc2cc3cc(C)ccc3[nH]c2=O)C(=O)N(C)C)cc1	-15	-0.3	-2.1	-1.5	-6	-2.1	-0.2	1	0.7	-0.2	-12
Cc1cc(C)n(-c2ccc(C(=O)Nc3cccc([N+](=O)[O-])c3)cc2)n1	0	-1.9	-0.8	-2.0	1	0.7	-0.8	0	-5.5	-2.8	13
CC1(C(=O)Nc2ccc(Cl)c(Cl)c2)CCN1CCc1ccccc1 (configuration not stated)	-4	.	-0.2	-1.1	0	0.7	1.0	1	0.6	0.1	-4
C=CCNC(=O)COc1cc(C)ccc1C	-6	-0.1	-2.1	-1.5	1	-2.4	-0.2	-4	1.3	-0.2	-7
COc1ccc(NC2CCCN(C(=O)CCn3cccn3)C2)cc1 (configuration not stated)	-6	-0.7	0.8	-1.1	-6	-1.8	-0.2	1	-1.1	-2.7	-4
O=C(C[C@@H]1C=C[C@@H](NC(=O)C2CC2)[C@@H](CO)O1)NCc1ccccc1Cl	-3	.	-0.1	-1.1	4	0.4	0.1	-3	.	1.2	-12
COc1ccc(-c2nc3ncccc3n2O)cc1	-10	1.8	-0.6	-1.1	-2	2.2	0.4	-1	1.1	-1.5	-12
COc1cccc(C(=O)Nc2ccc(C3CC3(Cl)Cl)cc2)c1 (configuration not stated)	2	0.2	2.0	1.2*	-3	19*	2.6	5	6.6	0.8	10
O=C(Oc1cccc(NC(=O)c2ccco2)c1)c1cccc(S(=O)(=O)N2CCCC2)c1	4	-0.6	0.1	-1.5	2	5.0	0.4	4	1.1	-1.3	14
O=C(NNS(=O)(=O)c1ccc(Cl)cc1)C1CCN(Cc2ccccc2)CC1	3	0.6	-0.6	-0.8	0	-0.7	0.3	-8	-0.3	-0.8	4
COc1ccc(O)c(CN2CCCC(C(=O)Nc3cccc(-n4cccn4)c3)C2)c1 (configuration not stated)	-1	-0.9	-1.6	-1.1	-3	2.8	0.3	-2	-3.5	-1.4	1
FC(F)(F)c1nnc(-c2ccccc2)nc1Oc1ccccc1	-1	0.3	0.1	-1.5	-3	-0.7	-0.3	-1	-2.1	0.4	-10
Cc1cccc(C(=O)OCC(=O)c2c(C)[nH]c3ccccc23)c1O	-5	-0.3	0.7	0.2	-1	5.1	1.8	2	3.4	0.3	-12
Oc1cccc(CN2CCOCC2)c1O	-1	1.1	1.4	-1.1	1	0.1	0.4	-4	1.5	4.0	-14
FC(F)(F)c1ccccc1Cc1c(C2CCCCC2)nc2ccc(Cl)cn12	-3	.	-0.2	-1.4	-2	-1.4	-1.0	-2	.	-1.1	-8
CC1(C(=O)NS(=O)(=O)C2CC2)CCN(C(=O)c2ccccc2C(F)(F)F)C1 (configuration not stated)	-3	.	1.9	-0.5	2	-2.9	0.6	-3	-1.8	-0.7	-3
COc1ccc(C(=O)N2c3ccc(F)cc3CCC2C)cc1OC (configuration not stated)	-1	0.9	-1.7	-0.8	-15	-0.8	-1.1	-1	0.8	1.6	1
S=C(NCCCN1CCOCC1)N1CCN(c2nc(-c3ccc(Cl)cc3)cs2)CC1	-2	-3.8	-5.7	-2.8	-6	-8.9	-2.5	-7	-1.4	0.3	6
COc1ccc(-c2[nH]nc3oc(=O)cc(C)c23)cc1	-187	1.0	-1.7	-1.2	-4	-3.1	-1.1	-1	1.4	0.6	i
Cc1ccsc1/C=C(\C#N)C(=O)Nc1c(C)n(C)n(-c2ccccc2)c1=O	-1	4.8*	-0.2	-1.7	1	0.3	1.2	0	-1.5	-2.5	-3
CCOC(=O)NCc1ccc2c(c1)OCO2	-4	0.2	-0.4	-1.0	4	-0.2	-0.4	1	-0.2	-0.8	4
CC1=C(C(=O)N2CCCCCC2)CC(CC(=O)NCCN2CCOCC2)C(=O)N1CCCN1CCCC1=O (configuration not stated)	-2	.	0.5	-0.9	4	0.2	-0.4	3	.	-0.3	8
CNc1cnc(-c2ccc(F)c(F)c2F)cn1	-487	.	1.9	0.5	1	12*	3.8*	5	5.9	0.0	i
N/C(=N\OC(=O)COc1ccccc1)c1ccccn1	0	2.5	0.3	-0.6	-1	11*	2.7	5	5.7	-0.1	-2
Cc1cc2c(c(=O)n1CCN(C)C)C(c1ccc(Cl)cc1)C(C#N)=C(N)O2 (configuration not stated)	-2	0.3	3.1	-1.6	-5	-1.2	-0.7	0	0.0	0.8	-2
O=C(NCc1ccccn1)NC1CCCCC1	-3	0.5	-0.4	-1.5	-1	1.3	0.3	-3	1.3	1.4	-3
CCc1ccc(NC(=O)Cc2cn(C)c3ccccc23)cc1	-4	-1.4	1.9	-0.2	4	4.6	1.0	-2	-2.4	0.9	-1
Clc1ccc(CNc2cnccn2)cc1	-232	2.2	-0.8	-1.0	2	2.8	-0.5	0	2.6	2.3	i
COc1ccccc1NCCC(=O)OCC(=O)NCc1ccco1	-5	1.1	-1.8	-0.2	1	1.2	0.2	1	3.1	-0.2	4
COCCNc1c(-c2ccc(OC)cc2)nc2ccc(Cl)cn12	-12	-1.0	-0.4	-1.1	-3	6.5	0.2	5	7.1	1.4	-41
CN1/C(=C\C(=O)c2cccs2)C(C)(C)c2ccccc21	2	0.4	-0.1	-0.8	4	1.1	0.0	6	0.6	-0.3	2
Cc1nc2c(c(C)c1C#N)C(=O)c1ccccc1-2	4	0.3	3.4	-0.1	0	0.1	-0.2	1	-0.3	1.4	10
CCOc1ccccc1NC(=O)CSc1c(C)n[nH]c1C	3	0.8	-1.0	-1.2	-1	0.8	-0.5	-1	-0.6	1.2	5
CCOc1ccc(NC(=O)CN(C)C(=O)c2cc3c(s2)CCC3)cc1OCC	-5	0.8	1.3	-0.4	-13	1.8	-0.6	-3	0.2	2.0	-5
CCCCn1c(SCc2ccccn2)nc2c1c(=O)n(C)c(=O)n2C	0	-0.1	-1.7	-1.3	6	0.3	0.1	4	3.0	-1.4	10
Cc1ccccc1NC(=S)N(CCCN1CCC(C)CC1)Cc1ccco1	1	-0.6	-2.5	-1.5	-3	1.3	0.9	-3	0.3	-1.2	3
Cc1c(NC(=O)c2ccc(N3CCCC3)c([N+](=O)[O-])c2)cccc1-c1nc2ccccc2s1	-2	-1.9	-2.7	-1.3	2	-0.3	-0.1	-4	0.5	-1.1	-7
CCOc1ccc(/C=N/n2c(C)nnc2C)cc1OC	-3	.	0.2	-0.9	3	-1.7	-0.1	2	2.3	0.1	-7
CC1(C)CC(=O)C2=C(C1)N(c1ccccc1)C(N)=C(C#N)C2c1ccccc1 (configuration not stated)	-5	-2.0	-0.7	-0.8	-47	0.1	0.9	-5	-2.6	-0.5	-12
O=C(NNC(=O)C(c1ccccc1)c1ccccc1)c1ccccc1O	-29	-0.3	-0.7	-1.1	3	-0.3	-1.2	-1	0.2	0.7	-92
CC(=O)c1cccc(NS(=O)(=O)c2c(C)n[nH]c2C)c1	-1	0.1	-2.0	-1.4	2	2.1	-0.6	1	-1.3	-1.2	3
CCOC(=O)N1C2CCC(C2)N1C(=O)OCC	-1	0.3	-1.5	-0.2	-1	-5.0	-1.0	1	1.4	0.0	3
O=C(/C=C/Sc1ccc(C(F)(F)F)cn1)c1ccccc1	-4	3.7	0.4	-1.5	23	-1.2	-0.4	3	3.3	-1.5	-2
CCCc1nn(CCc2ccccn2)c(N)c1CC	-2	0.7	-1.1	-1.3	5	1.3	-0.2	-4	-2.0	-1.6	-3
CN1C(=O)C2(C(C#N)=C(N)N(c3ccc(Cl)cc3)C3=C2C(=O)CC(C)(C)C3)c2ccccc21 (configuration not stated)	1	0.1	-1.1	-0.8	-5	-0.8	-0.2	3	1.8	1.9	-1
COc1cccc(COc2ncnc3sccc23)c1	-5	-0.6	0.8	-1.3	-3	2.6	1.3	-2	-0.4	0.6	-1
Cc1[nH]n(-c2ccccc2)c(=O)c1C(=O)c1ccccc1	0	0.4	0.6	-0.8	0	-0.5	-0.1	0	1.2	-0.2	-8
Cc1ccc(S(=O)(=O)N2CCN(C3CC(=O)N(CCc4ccccc4)C3=O)CC2)cc1C (configuration not stated)	-4	-1.4	-1.0	-0.8	1	-1.7	0.2	-4	1.8	1.5	-3
CC(=O)Nc1ccc(-c2ccnc3c2CC(C)(C(=O)Nc2ccc(Cl)c(C(F)(F)F)c2)O3)cc1 (configuration not stated)	5	.	-3.6	-1.5	-8	1.7	-1.4	-2	-1.4	-1.5	20*
O=C(CSc1cccc[n+]1[O-])Nc1cc2c(cc1Cl)C(=O)c1ccccc1C2=O	-6	1.2	5.2	1.1*	5	15*	0.5	12*	3.9	0.2	-1
CC(C)N(C(=O)CSc1ccc(S(=O)(=O)N2CCCCC2)cn1)c1ccccc1	7	0.4	-1.2	-1.6	-5	-3.0	0.1	-5	0.2	-3.1	12
OCCNc1nc(Nc2ccc(Cl)c(Cl)c2)nc2ccccc12	-15	-0.8	-3.0	-1.2	-13	0.3	-0.2	0	-1.4	-0.3	-8
CCCCNC(=O)c1nc(-c2cccc(C(F)(F)F)c2)oc1-c1ccc(OC(F)(F)F)cc1	-2	.	-2.0	-0.6	8	0.0	0.4	3	.	-2.8	-6
COc1cccc(CN2CC(C(=O)N3CCCCCC3)CCC2=O)c1 (configuration not stated)	0	0.5	1.1	-1.1	1	2.8	2.1	-2	2.7	-1.6	-4
CC(=O)NCCNc1nc2cc(-c3ccc(C(=O)N4CCN(C)CC4)cc3)sc2c(=O)n1C	-30	.	2.0	-0.5	1	3.0	1.3	-1	-1.9	-0.9	-133
COc1ccc2c(c1)c(C(O)CN1CCC(Cc3ccccc3)CC1)c(C)n2C (configuration not stated)	-8	-0.9	1.8	-1.4	-4	-2.1	-1.1	-2	-2.1	-1.7	-10
O=C(Nc1ccc(S(=O)(=O)Nc2ncccn2)cc1)c1cccc(S(=O)(=O)N2CCCC2)c1	1	-0.4	0.6	-1.2	0	0.1	2.0	0	1.8	-0.3	3
C[C@@H](O)CNC(=O)c1[nH]cnc1C(=O)Nc1ccc(CNC(=O)OC(C)(C)C)cc1	-5	-0.2	-1.0	-1.3	-2	-3.4	-1.0	-1	-0.7	1.9	-11

Some of these compounds in order of heavy-atom count, rising:
SMILES	ADAM17 inh	DAX1 inh-1	hcDAF-12 act	ssDAF-12 act	NPR1 activator	hgDAF12 agonist	DAX1 inh-2	SMARCA2 act	FXN GAA850 act	PG9 binder	ADAM10 inh
O=C(/C=C/Sc1ccc(C(F)(F)F)cn1)c1ccccc1	-4	3.7	0.4	-1.5	23	-1.2	-0.4	3	3.3	-1.5	-2
O=C(CSc1cccc[n+]1[O-])Nc1cc2c(cc1Cl)C(=O)c1ccccc1C2=O	-6	1.2	5.2	1.1*	5	15*	0.5	12*	3.9	0.2	-1
CCCCNC(=O)c1nc(-c2cccc(C(F)(F)F)c2)oc1-c1ccc(OC(F)(F)F)cc1	-2	.	-2.0	-0.6	8	0.0	0.4	3	.	-2.8	-6
